TDP43 rescue: rescues yeast growth from TDP-43 toxicity; Potency, µM (titrated, usually from 46.1 µM), for the others: at the top dose growth rescue (activation), most hits filed as activators; actives 1.8% (n = 410,000); TDP-43 expressing yeast growth rescue, BacTiter-Glo, 24 h; note: potency is the fitted concentration of half-maximal effect; % of control where 0% means no effect; nearly all actives have a fitted effect of over 50% in size
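Galactose-induced TDP-43 yeast, OD600=0.02, compound pinned; 24 hr, 30 deg C; BacTiter-Glo luminescence for growth. Inhibitors of TDP-43 toxicity read as activators.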
DRD3 agonist: agonists of human D3 dopamine receptor. actives 0.58% (n = 410,000). D3R DiscoveRx beta-arrestin cells, luminescence, 90 min. P35462. max activation, %. AID 652048; in the data active = max activation above about 30%; note: 0% is about no effect; mostly tested at two doses, the higher about 12 µM
Target sequence (P35462 whole entry, looked up): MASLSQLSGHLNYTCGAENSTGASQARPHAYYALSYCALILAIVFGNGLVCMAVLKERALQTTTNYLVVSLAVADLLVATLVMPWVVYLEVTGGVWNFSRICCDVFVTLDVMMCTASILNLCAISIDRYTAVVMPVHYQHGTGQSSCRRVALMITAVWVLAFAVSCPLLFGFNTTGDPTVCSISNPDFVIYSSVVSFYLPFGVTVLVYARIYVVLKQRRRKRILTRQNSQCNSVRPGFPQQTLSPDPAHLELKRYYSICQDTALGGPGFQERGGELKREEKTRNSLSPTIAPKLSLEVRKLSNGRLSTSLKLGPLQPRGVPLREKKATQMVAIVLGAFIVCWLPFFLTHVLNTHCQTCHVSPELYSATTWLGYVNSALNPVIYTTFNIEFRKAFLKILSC
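Agonist mode: compounds and dopamine controls were applied to plated cells for 90 min at 37 degrees C after an overnight attachment at 1500 cells/well. Luminescent read-out followed 30 - 60 minutes at room temperature with DiscoveRx detection reagent.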
DRD3 antagonist: antagonists of human D3 dopamine receptor. P35462. D3R cells, DiscoveRx beta-arrestin luminescence, antagonist mode; active compounds read low. max response, negative = inhibition, %. actives 2.5% (n = 360,000). AID 652054; in the data active = max response below about -50%; inconclusive = no clear call, values can overlap the other calls; note: % is set by controls: 0 for no effect and ±100 for the full control effect; mostly tested at two doses, the higher about 12 µM
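Cells plated overnight at 1500 cells/well, then exposed to library compounds with dopamine controls for 90 minutes at 37 degrees C. DiscoveRx reagent added for 30–60 minutes at room temperature; luminescence read, quantitative HTS format.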
GLP1R inv ag: inverse agonists of human GLP-1 receptor. P43220. HEK293 GLP-1R CRE-luciferase, luminescence, 24 h; GLP-1R form is constitutively active. Potency, µM (titrated, usually from 38.3 µM), inactives show top-dose activity change, negative = inhibition, actives largely listed as inhibitors. actives 1.6% (n = 410,000); note: potency is the fitted concentration of half-maximal effect; % is set by controls: 0 for no effect and ±100 for the full control effect; nearly all actives have a fitted effect of over 55% in size
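HEK293 cells stably co-expressing a cAMP-responsive luciferase reporter and constitutively active GLP-1R were seeded, incubated 12 h, then exposed to compounds for 24 h at 37 C. Luminescence was read 12 min after detection reagent; inverse agonists lower signal.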
KB-V1 MDR tox: kills drug-selected multidrug resistant KB-V1 cells; KB-V1 MDR cells viability, CellTiter-Glo, 72 h; Potency, µM (series often up to 46.1 µM), inactives show top-dose activity change, negative = cytotoxicity, most hits filed as cytotoxic; actives 3.4% (n = 400,000); note: potency is the fitted concentration of half-maximal effect; % is set by controls: 0 for no effect and ±100 for the full control effect; nearly all actives have a fitted effect of over 60% in size
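KB-V1 cells (P-gp-expressing MDR subline of KB-3-1) in phenol-red-free DMEM with 10% FBS were exposed to library compounds over a concentration series for 72 h at 37 degrees C. Viability read by CellTiter-Glo luminescence; concentration-effect curves fitted after normalization.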
aSyn rescue: alpha-synuclein toxicity inhibition in yeast. Yeast expressing alpha-synuclein, growth rescue, BacTiter-Glo, 24 h. Potency, µM (series often up to 46.1 µM), inactives show at the top dose growth rescue (activation), hits mostly activators. actives 0.14% (n = 370,000). AID 652106; note: potency is the fitted concentration of half-maximal effect; % of control where 0% means no effect; nearly all actives have a fitted effect of over 65% in size
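Galactose-induced alpha-syn yeast (OD600=0.02, raffinose-pregrown) + pinned cpd, 24 hr, 30 deg C; growth by BacTiter-Glo luminescence. Growth restoration scores as activation.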
HEK293 tox: cytotoxicity in counter-screen for GLP-1R inverse agonists | HEK293 cAMP-luciferase reporter cells, luminescence, 24 h | Potency, µM (titrated, usually from 38.3 µM), for the others: top-dose activity change, negative = inhibition, most hits filed as inhibitors | actives 0.13% (n = 410,000) | AID 624418;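 note: loss of luciferase light is scored as toxicity; potency is the fitted concentration of half-maximal effect; % is set by controls: 0 for no effect and ±100 for the full control effect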
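Step one: seed cells (200 cells/uL, DMEM with 10% Nu serum, 1% pen-strep). Step two: 12-hour incubation at 37 deg C. Step three: pin 23 nL compound, incubate 24 hr. Step four: add luciferase reagent, read luminescence 12 min later.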
GLP-1R agonist: GLP-1 receptor (human) agonism | P43220 | HEK293 GLP-1R CRE-luciferase, luminescence, 4-6 h; cells express a hypersensitive GLP-1R form | Potency, µM (highest dose often 45.6 µM), for inactives: top-dose activation, usual class: activators | actives 0.007% (n = 380,000) | AID 624172; note: potency is the fitted concentration of half-maximal effect; % of control where 0% means no effect
PTHR1 agonist: agonists of human PTHR1 parathyroid hormone receptor | Q03431 | AID 743266 | HEK293 GP2 PTHR1 cells, GloSensor cAMP luminescence, 1 h | actives 0.075% (n = 410,000) | Potency, µM (titrated, usually from 115 µM), without a hit: top-dose activation, hits mostly activators; note: potency is the fitted concentration of half-maximal effect; nearly all actives have a fitted effect of over 55% in size; some results filed as inactive show a strong effect at the top dose; inactives centre near -15; many of its hits are not listed in these tables
Target sequence (Q03431 whole entry, looked up): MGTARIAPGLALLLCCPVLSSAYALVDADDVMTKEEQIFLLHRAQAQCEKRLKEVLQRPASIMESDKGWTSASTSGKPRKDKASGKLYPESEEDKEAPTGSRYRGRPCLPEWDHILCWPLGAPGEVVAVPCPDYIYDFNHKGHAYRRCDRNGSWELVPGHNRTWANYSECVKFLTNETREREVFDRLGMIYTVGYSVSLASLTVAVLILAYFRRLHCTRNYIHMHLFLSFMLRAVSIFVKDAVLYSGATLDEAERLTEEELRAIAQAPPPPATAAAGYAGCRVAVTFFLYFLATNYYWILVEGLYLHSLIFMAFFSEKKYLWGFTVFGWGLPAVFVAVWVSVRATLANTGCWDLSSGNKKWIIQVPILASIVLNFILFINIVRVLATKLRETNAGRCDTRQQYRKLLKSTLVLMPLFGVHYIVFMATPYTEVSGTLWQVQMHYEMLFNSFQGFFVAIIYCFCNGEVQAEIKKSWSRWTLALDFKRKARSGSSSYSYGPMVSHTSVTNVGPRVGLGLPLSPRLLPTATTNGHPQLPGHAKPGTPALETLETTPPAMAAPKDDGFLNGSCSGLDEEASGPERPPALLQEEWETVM
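HEK-293-derived GP2 cells expressing PTHR1 and a GloSensor cAMP reporter, 3,000/well, plated overnight, given luciferin plus IBMX (each 0.5 mM as added) for 1 h at 37 °C, then compound for 1 h at 37 °C. Luminescence was read after 15 min at room temperature.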
The depositor's hits bear a star; i = inactive; ? = inconclusive; / = no result given; & = joins results of further samples; [ ] = dose if it differs, or a comment. Unless noted, calls come from the whole dose curve; as a rule, active = well fitted curve in the direction sought with a large enough effect; inconclusive = small, poorly fitted or top-dose-only effect, or another doubt; inactive = no such curve, though single readings can be large; an effect the other way counts as inactive or inconclusive. This is a subset (hit frequency here may not be typical).

SMILES	TDP43 rescue	DRD3 agonist	DRD3 antagonist	GLP1R inv ag	KB-V1 MDR tox	aSyn rescue	HEK293 tox	GLP-1R agonist	PTHR1 agonist
COc1ccc(-n2c(CCC(=O)O)ccc2-c2ccccc2)cc1	-3%	-4&1	-6	-1%&-7%	17%&28%	17%	5%&1%	12%	-3%
O=C(CCN1CCCCC1)NNC(=S)NC(=O)c1ccc(Br)cc1	-14%	4	5	6%	?	1%	20%	2%	2%
O=C(O)C1(C(=O)O)CCC2(CCCCC2)CC1	?	-7	6	8%	21%	7%	6%	-7%	-10%
CC(C)c1ccc(N(CC(=O)NCCCN2CCOCC2)S(=O)(=O)c2ccccc2)cc1	-17%	2	21	?	10%	-7%	-22%	1%	-11%
C=CCn1c(-c2cc(Cl)ccc2OC)n[nH]c1=S	-4%	-11	13	-28%	?	-1%	?	2%	0%
COc1cc(CNc2ncnc3c2ncn3[C@H]2CN(Cc3ccc4c(c3)OCO4)C[C@@H](CO)O2)cc(OC)c1OC	8%	18	0	-20%	6%	0%	4%	3%	i
CCCCOc1ccc(-c2[nH]ncc2C=O)cc1	-13%	4	2	-24%	4%	3%	?	12%	i
NNC(=O)COc1cccc(Oc2ccccc2)c1	-23%[0.397 µM]	-3	-7	?	2%	-10%	10%	9%	?
O=C(c1nc2ccccn2c1CNCCCn1ncc2ccccc21)N1CCCC1	-15%	-26	-12	-1%	2%	0%	2%	7%	i
Cc1cc2oc(C(=O)Nc3ccc(S(N)(=O)=O)cc3)c(C)c2cc1Cl	-6%	-6	9	11%	-17%	-9%	-15%	13%	-9%
COc1ccc(CCNC(=O)c2cc(S(=O)(=O)N(C)C)ccc2N2CCCC2)cc1OC	17%	-1	2	18%	?	-3%	-4%	-5%	i
Cc1ccc(-c2cc3nc(-c4ccccc4)cc(NCCCO)n3n2)cc1	25%	1	37	?	-13%	?	4%	7%	0%
O=C(OCC(=O)N1CCCC1)c1cccs1	2%	-3	?	15%	25%	-6%	-4%	-9%	i
Cc1ccc(CC(CC(=O)O)C(=O)NCc2ccccc2)cc1 (stereo not given)	9%	7	?	14%	14%	9%	2%	0%	-14%
Cc1cccc(NS(=O)(=O)c2cccc(C(=O)NCC(C)(C)N3CCOCC3)c2)c1	-3%	7	-81*	-11%	/	-5%	2%	2%	-78%[inhibitor]
Brc1ccccc1CN1CCC(N2CCCCC2)CC1	-9%	-26	?	0%	?	6%	-18%	-12%	i
CC(=O)Cn1c(=O)oc2ccccc21	-15%	8	-17	8%	-15%	0%	2%	2%	14%
CCOc1ccc(S(=O)(=O)N(C)CC(=O)NCCN2CCOCC2)cc1	-27%	-8	-2	-8%	-6%	-2%	-2%	5%	-7%
CCOC(=O)C1=CCN(S(=O)(=O)c2ccc(C)cc2)C1c1cccc(C)c1 (stereo not given)	0%	4	5	?	?	3%	5%	7%	i
COc1cc(/C=N/NC(=S)NCCN2CCOCC2)cc(OC)c1OC	10%	-11	3	66%[activator]	24%	-4%	2%	9%	i
COc1ccc(-c2nsc(NC(=O)COc3ccccc3OC)n2)cc1	12%	6	/	13%	/	/	-2%	/	-7%
C[C@H](CO)N1C[C@H](C)[C@@H](CN(C)S(=O)(=O)c2cccc(C#N)c2)OCc2cn(nn2)CCCC1=O	0%	3	25	0%	-3%	24%	4%	1%	-44%[inhibitor]
O=C(Nc1ccc(CN2CCOCC2)cc1)c1ccccc1F	-10%	0	-20	0%	6%	-3%	3%	3%	i
N#Cc1nc(COc2ccccc2)oc1N1CCCC1	8%	-3	-12	-16%	-4%	20%	15%	2%	-17%
Cc1cc(C2C(=O)NC(=O)C2=O)c(C)cc1Br (stereo not given)	-29%	-14	-25	3%	10%	-23%	-16%	-2%	i

Reprinted from the part before: 2 compounds; new compounds follow.
SMILES	TDP43 rescue	DRD3 agonist	DRD3 antagonist	GLP1R inv ag	KB-V1 MDR tox	aSyn rescue	HEK293 tox	GLP-1R agonist	PTHR1 agonist
N#Cc1nc(COc2ccccc2)oc1N1CCCC1	8%	-3	-12	-16%	-4%	20%	15%	2%	-17%
Cc1cc(C2C(=O)NC(=O)C2=O)c(C)cc1Br (stereo not given)	-29%	-14	-25	3%	10%	-23%	-16%	-2%	i
CC(C)(C)c1cc2nc(NCCc3ccc(S(N)(=O)=O)cc3)ccn2n1	13%	1	0	-3%	-4%	-1%	5%	11%	-7%
CC(C)n1c(N2CCN(C(=O)Nc3ccc(F)cc3F)CC2)nc2ccccc21	9%	0	7	1%	-24%	5%	-16%	2%	-15%[57.5 µM]
CC1CCCCC1N=C1NC(C)(C)CS1 (stereo not given)	-8%	3	-5	2%	-9%	-5%	1%	3%	-19%
CC1CC(C)CN(CCOc2cccc3ccccc23)C1 (stereo not given)	-7%	-20	-86*	?	-2%	9%	-13%	12%	3%
O=C(CN1C(=O)c2ccccc2C1=O)NCCOc1ccccc1	8%	5	3	0%	18%	8%	1%	2%	i
CC(C)c1[nH]c(=O)c(C#N)c2c1CSC(C)(C)C2	-8%	1	-6	33%[activator]	32%	-2%	-2%	8%	-12%[57.5 µM]
CC(C)N(C)C(=O)c1ccc(OC2CCN(CCc3ccccc3)CC2)cc1	-2%	-19	?	?	0%	12%	-1%	5%	-22%
CCOC(=O)CCCCC(=O)c1[nH]c(=O)[nH]c1C[n+]1ccc(C)cc1	-1%	3	7	10%	3%	8%	-9%	-2%	i
Cc1cc(NS(=O)(=O)c2ccc(NS(=O)(=O)c3cc(C)c(Cl)cc3Cl)cc2)no1	4%	0	4	25%	7%	2%	3%	-5%	i
COc1ccc2nc(NC(=O)CSCC(=O)Nc3cc(C)on3)sc2c1	-7%	3	0	27%	-6%	1%	-1%	7%	i
CCC(C)[C@H]1CNCCN1CCCc1cc(OC)c(OC)c(OC)c1 (stereo not given in full)	1%	-2	-13	22%	1%	0%	0%	1%	i
CCCc1cc(N2CCCC(C(=O)NCC)C2)n2ncnc2n1 (stereo not given)	-7%	8	51	3%	?	-1%	5%	-13%	i
O=C(C(O)c1ccc(Br)cc1)N1CCC(Nc2ccc3[nH]ncc3c2)CC1 (stereo not given)	-14%	-7	-81*	-20%	?	-4%	-8%	6%	4%
COc1ccc(CN2CCC[C@]3(N[C@H](c4ccc(C)cc4)[C@@H]4C(=O)N(Cc5ccccc5)C(=O)[C@@H]43)C2=O)cc1	21%	3	17	-26%	-6%	1%	5%	-4%	-30%
O=C(O)c1cccc(NC(=S)NC(NC(=O)c2ccccc2[N+](=O)[O-])C(Cl)(Cl)Cl)c1 (stereo not given)	-13%	11	1	-5%	21%	0%	-8%	-5%	-6%
COc1cc(NC(=O)c2ccco2)c(OC)cc1NC(=O)CCC(=O)Nc1cccc(C)c1C	5%	14	45	0%	?	-16%	-1%	0%	i
COc1ccc(/C(N)=N/OC(=O)c2ccco2)cc1OC	?	2	7	119%[activator]	-10%	-9%	16%	17%	-76%[inhibitor]
CCOC(=O)C1(Cc2cccc(Cl)c2)CCCN(C(=O)c2cc(C)n(C)n2)C1 (stereo not given)	-8%	4	-11	4%	-4%	-2%	1%	6%	-3%
COc1ccc(CCNS(=O)(=O)c2ccc3c(c2)NC(=O)CCS3)cc1OC	-15%	3	16	-9%	21%	-1%	-18%	0%	-80%[inhibitor]
CCCS(=O)(=O)N1CCN(Cc2ccncc2)CC1	-11%	11	-6	-10%	2%	2%	-1%	4%	i
COc1ccccc1C(=O)NCC(=O)NCCc1ccc(Cl)cc1	2%	-21	-26	-28%	-1%	6%	-2%	14%	-3%
COc1ccc(S(=O)(=O)N(C)C)cc1NCC(=O)Nc1cccc2ccccc12	-24%	-14	-9	-18%	-12%	-1%	-13%	7%	-15%
COc1cccc(OC)c1C(=O)Nc1cccc2c1CCCC2	0%	5	6	-2%	-10%	7%	-9%	-3%	-1%
CC(C)(C)NC(=O)COc1ccc(S(=O)(=O)N2CCCC2)cc1	2%	1	-3	-1%	8%	-3%	5%	2%	i
O=C(Nc1c2ccccc2nc2ccccc12)C(Cl)(Cl)Cl	-13%	0	8	52%[activator]	-9%	-27%	477%[activator]	16%	i

More compounds follow:
SMILES	TDP43 rescue	DRD3 agonist	DRD3 antagonist	GLP1R inv ag	KB-V1 MDR tox	aSyn rescue	HEK293 tox	GLP-1R agonist	PTHR1 agonist
CCOC(=O)C1CCCN(CC(=O)Nc2c(C(=O)OC)[nH]c3ccccc23)C1 (stereo not given)	4%	-7	-14	4%	?	-3%	-18%	7%	-35%[inhibitor]
Cc1cc(/C=C(\C#N)C(=O)NCc2ccco2)c(C)[nH]1	-5%	3	-12	4%	0%	-19%	-14%	26%	-2%[57.5 µM]
N#Cc1ccc(-c2ccccc2)nc1SCCN1CCOCC1	-14%	-5	3	-24%	?	1%	12%	23%	-8%
CCN(C(=O)COC(=O)Cc1ccc(F)cc1)c1c(N)n(Cc2ccccc2)c(=O)[nH]c1=O	13%	4	2	3%	0%	-4%	2%	-7%	-6%
CCc1ccc(N(CC)C(=O)Cc2c(C(=O)O)n(C)c3ccccc23)cc1	28µM*	1	0	-22%	14%	-11%	1%	2%	-23%
O=C(COc1ccc([N+](=O)[O-])cc1)NNC(=O)Nc1ccc([N+](=O)[O-])cc1	-23%	-7	?	?	-20%	1%	-7%	-3%	?
CC(=O)C1=C(C)OC(N)=C(C#N)C1c1cc2cc(C)c(C)cc2nc1Cl (stereo not given)	-18%	20	-10	0%	1%	0%	1%	2%	-32%[inhibitor]
COc1cccc(-c2nc(CS(=O)(=O)CC(=O)Nc3ccc(C(C)=O)cc3)c(C)o2)c1	20%	-2	0	-37%	-1%	2%	-23%	5%	-8%

Screening data as filed in PubChem BioAssay.
